Artemis endo inh – inhibitors of human Artemis endonuclease activity | inhibition, % at 10 µM | actives 0.78% (n = 30,000) | AID 686954 | recombinant Artemis, quenched FAM hairpin cleavage fluorescence;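 active = at 10 µM dose, at least 30% inhibition, measured as corrected fluorescence normalized to stimulator and neutral control wells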
Target sequence (Q96SD1 whole entry, looked up): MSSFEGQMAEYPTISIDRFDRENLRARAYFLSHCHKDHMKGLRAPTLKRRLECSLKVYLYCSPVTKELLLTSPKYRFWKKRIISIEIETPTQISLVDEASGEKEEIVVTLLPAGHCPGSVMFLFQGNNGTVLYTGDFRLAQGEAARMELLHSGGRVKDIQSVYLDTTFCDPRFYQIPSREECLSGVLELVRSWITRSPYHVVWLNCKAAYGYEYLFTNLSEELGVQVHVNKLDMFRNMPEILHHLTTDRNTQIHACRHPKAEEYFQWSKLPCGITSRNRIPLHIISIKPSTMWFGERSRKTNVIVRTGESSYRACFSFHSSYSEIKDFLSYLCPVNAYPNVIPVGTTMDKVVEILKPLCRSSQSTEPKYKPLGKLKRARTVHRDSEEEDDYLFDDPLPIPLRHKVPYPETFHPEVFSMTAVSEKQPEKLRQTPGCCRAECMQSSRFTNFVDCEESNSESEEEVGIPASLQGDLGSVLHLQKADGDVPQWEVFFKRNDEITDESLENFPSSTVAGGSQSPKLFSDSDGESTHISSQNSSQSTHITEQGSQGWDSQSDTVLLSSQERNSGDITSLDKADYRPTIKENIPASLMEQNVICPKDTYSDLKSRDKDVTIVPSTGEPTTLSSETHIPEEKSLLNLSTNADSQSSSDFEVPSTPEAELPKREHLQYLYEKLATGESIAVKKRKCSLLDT
* marks the source's active call; other numbers are inactive results. The list is partial; the hit share may differ from the screen's.

SMILES	Artemis endo inh
C=CCSc1nnc(-c2ccccc2N=Cc2c(C)[nH]n(-c3ccccc3)c2=O)c(=O)[nH]1	-2
CS(=O)(=O)NCCSCc1c(F)cccc1Cl	-8
CCOC(=O)c1c(-c2ccsc2)csc1N	9
CC(C)CN(C(=O)c1nn(C)c(=O)c2ccccc12)c1nc2ccccc2s1	2
COCCNC(=S)NC12CC3CC(CC(C3)C1)C2	3
CCn1c(-c2ccco2)n[nH]c1=S	0
O=C(Nc1ccccc1-c1nc2ccccc2s1)c1ccco1	10
COc1cnc(-c2ccccc2)nc1Oc1ccccc1C	12
Cn1c(-c2cc3c(C(F)(F)F)nn(C)c3s2)n[nH]c1=S	7
CCCCOC(=O)CCc1n[nH]c(=O)[nH]c1=O	-8
CCOC(=O)C(CSCC(=O)c1ccc(Cl)cc1)NC(=O)OC(C)(C)C (stereo not given)	2
N/C(=N\OC(=O)c1ccc(Cl)cc1)c1ccc(Cl)cc1	-2
CCOC(=O)c1cc(C)n(S(=O)(=O)c2ccc(C)cc2)c1C	3
CCc1nc2ccccc2c2nc3ccccc3n12	-2
Clc1ccc2c(c1)C=Nc1c(NCc3ccccc3)ncnc1O2	5
CC(Oc1ccc2ccccc2c1)C(=O)NNC(=S)NC(=O)c1ccco1 (stereo not given)	-3
OCCN=Cc1c(O)[nH]c2ccccc12	1
Nc1c2c(nc3ccccc13)N(C1CCCCC1)CC2	8
NC(=O)c1ncc(C(F)(F)F)cc1Oc1cccc(F)c1	2
CCOC(=O)c1c(C)[nH]c(C)c1C(=O)COC(=O)c1cccc(S(=O)(=O)NC)c1	7
CCOCCCNC(=O)C1CCC(CNS(=O)(=O)c2ccc(F)cc2)CC1 (stereo not given)	10
Cc1ccccc1NC(=O)CSC(N)=O	-6
O=C(CN1C(=O)NC2(CCCCCC2)C1=O)Nc1ccc(S(=O)(=O)N2CCOCC2)cc1	-9
C=C(c1ccc(O)cc1)c1ccc(O)cc1	10
COc1ccccc1Cn1c(CCCO)nc2ccccc21	-5
COc1ccccc1NC(=O)c1nn(-c2ccc(OC(F)(F)F)cc2)ccc1=O	-6
CNc1cc(-n2nc(C)cc2-c2ccccc2)ncn1	-4
COc1ccccc1NC(=O)c1cccc(NC(=O)c2ccco2)c1	0
CCOC(=O)C1=C2SCC(=O)N2C(N)=C(C#N)C1	6
O=C1CC(N2CCN(c3ccc(S(=O)(=O)N4CCOCC4)cc3)CC2)C(=O)N1Cc1ccccc1 (stereo not given)	-10
Cc1noc(C)c1C(=O)OCC(=O)NC1CC1	-5
CCOC(=O)Cc1csc(NS(=O)(=O)c2ccc3c4c(cccc24)C(=O)N3CC)n1	7
CC1CCc2nc(NC(=O)c3ccco3)sc2C1 (stereo not given)	-5
Cc1cc(C)cc(-n2ccnc2SCC(=O)Nc2nccs2)c1	-9
CC(C)(C)CC(=O)Nc1ccc(Nc2ccccc2)cc1	-6
COC(=O)c1cc(Cl)c(NS(=O)(=O)c2ccccc2)cc1OC	16
CC(=O)c1cc(-c2ccccc2)n(CC(=O)NCc2cccs2)c1C	-6
CC(C)c1nnc(NC(=O)c2cccnc2)s1	-5
CC(=O)Nc1ccc(C(=O)CSc2nnc(C)o2)cc1	-2
CCCOc1ccc(C(C)=O)cc1CSc1nc(O)cc(=O)[nH]1	6
COC1(OC)N=C(NC(=O)Nc2ccccc2)C2(C#N)C(c3ccccc3)C12C#N (stereo not given)	-9
COC(=O)c1[nH]c(C)c(/C(O)=C2\C(=O)C(=O)N(CCN(C)C)C2c2ccc(C)o2)c1C (stereo not given)	-2
C=CCn1c(C)c(C(C)=O)c(N2CCCC2)nc1=S	6
CCOc1ccc(C)cc1S(=O)(=O)Nc1cccnc1	-6
CCCc1nnc(N2C(=O)c3cccc4cccc(c34)C2=O)s1	5
CCCc1ccc(OCC(O)CN2CCN(c3ccccc3)CC2)cc1 (stereo not given)	9
CCOc1cc(S(=O)(=O)NCc2ccccc2)ccc1F	2
CC(Sc1nnc(Cc2cccs2)n1C1CCCCC1)C(N)=O (stereo not given)	1
COc1ccc2[nH]c(=O)c(CN(CCCN(C)C)C(=O)Nc3ccccc3)cc2c1	-9
COc1cccc(C(=O)Nc2cccc(-c3nnc(-c4ccco4)o3)c2)c1	4
CCCN1Cc2cccc(C(=O)Nc3ccc4c(c3)OCO4)c2C1=O	2
O=C(c1c[nH]c2ccc(S(=O)(=O)N3CCOCC3)cc2c1=O)N1CCCC1	-7
O=C(C1CCN(S(=O)(=O)c2cccnc2)CC1)N1CCN(C2CCCC2)CC1	4
Cc1cc(S(=O)(=O)NCCCN2CCOCC2)ccc1F	-2
Cc1cc(Cl)cc(Cl)c1OCCOc1cccc2cccnc12	16
COc1ccc(Nc2nnc(SCC(=O)N3CCCC3)s2)cc1	-10
COc1ccccc1NC(=O)CCc1nc(-c2cccs2)no1	1
CN1c2ccccc2Oc2c(c(=O)n(C)c(=O)n2C)C1c1cccc([N+](=O)[O-])c1 (stereo not given)	5
Cc1cc(NC(=O)C2CC(c3ccc(Cl)cc3)=NO2)no1 (stereo not given)	1
N#CCc1ccc(C(=O)c2ccccc2F)s1	-5

(more compounds)
SMILES	Artemis endo inh
Cc1ccc(C)c(OCC(=O)N2CCOCC2)c1	0
Cc1ccc(-n2ncc3c(=O)n(CC(=O)NC4CCCC4)cnc32)cc1C	0
O=C(Nc1cc(=O)[nH]c2ncnn12)c1ccc(Cl)cc1Cl	4
COCc1cc(C)nc(NCCc2ccccc2)c1C#N	-2
C/C(=C\C(=O)c1ccccc1)Nc1ccc(Cl)c(Br)c1	-2
O=S(=O)(Nc1cccc2c1ccc1cccn12)c1cccs1	7
CCCCC(=O)Nc1cccc(-c2cn3ccsc3n2)c1	1
CC(c1ccccc1F)n1cc(C(=O)NCCCn2ccnc2)nn1 (stereo not given)	-6
COCCNC(=O)C(c1ccc(C)o1)N(Cc1ccco1)C(=O)c1snc(C(N)=O)c1N (stereo not given)	0
O=C(CN1C(=O)c2ccccc2C1=O)NCC1COc2ccccc2O1 (stereo not given)	4
CC(NC(=O)NCc1cccnc1)(C(F)(F)F)C(F)(F)F	-8
O=c1[nH]c(N2CCN(c3ccccc3)CC2)nc2c1CCC2	4
COC(=O)c1cc(Br)c(=O)n(CC(C)C)c1	-8
Cc1nc(NCCCN2CCOCC2)c2oc3ccccc3c2n1	-8
C/C(N)=C(/C#N)C(=O)CSc1nnnn1-c1ccccc1	2
COC(=O)CSc1nnc(CNS(=O)(=O)c2ccc(Cl)cc2)n1C	0
O=S(=O)(c1ccccc1)c1nc(-c2ccco2)oc1NCc1ccco1	-6
COC(=O)c1ccc(NC(=O)Cn2nnc3ccccc32)cc1	0
Cc1ccccc1N1CC(=O)N(c2ccccc2C)CC1=O	-3
CCc1cc2ccc(OC)cc2nc1SCC(=O)Nc1cc(C)on1	0
Cc1ccc(S(=O)(=O)c2c(C)cc(C)nc2Oc2cccc(C(F)(F)F)c2)cc1	6
CCc1nnc(NC(=O)c2ccc(S(=O)(=O)N(CC)Cc3ccccc3)cc2)o1	2
CCN(CC)C(=O)CSc1nc(O)c(Cc2ccccc2)c(=O)n1-c1ccccc1	16
Cc1nnc(N(C)C(=O)c2ccccn2)s1	0
CCCCOC(=O)C(C#N)c1nc2ccccc2nc1N1CCN(Cc2ccc3c(c2)OCO3)CC1 (stereo not given)	17
O=C(CCn1nnc2ccccc21)N1CCN(c2ccccc2)CC1	5
CC(=O)N1CCN(c2ccc(NC(=O)C(C)Oc3ccc(Cl)cc3Cl)cc2)CC1 (stereo not given)	-4
Cc1ccccc1OCC(=O)NN1Cc2ccccc2C1=N	-8
COc1cc(C(=O)NCCOc2cc(C)cc(C)c2)c(Br)c(OC)c1OC	-8
O=C(CCN1CCN(c2ccc(F)cc2)CC1)Nc1ccc(F)cc1	-2
CCOC(=O)/C(C(N)=NCC(C)C)=C(/O)c1ccccc1	-5
COc1ccccc1C(=O)Nc1nc(N)n(-c2ccccc2)n1	0
Cc1cccc(N/C(=N\S(=O)(=O)c2ccccc2)C(F)(F)F)c1	-4
CCc1nc(NCc2ccco2)c2oc3ccccc3c2n1	-2
O=[N+]([O-])c1ccc2c(c1)C(N1CCOCC1)/C(=C/COc1ccc3ccccc3c1Br)O2 (stereo not given)	-1
O=c1c2cc(Br)ccc2nc(-c2cccc(C(F)(F)F)c2)n1O	7
Cc1ccccc1OCc1nc2ccccc2c(=O)n1NC(=O)c1ccco1	9
Cc1ccc(Cn2ncc3c(NCCCN4CCOCC4)ncnc32)cc1	-8
Nc1nnc(COc2ccccc2)s1	-5
CCCCOc1ccccc1-c1cc(C(=O)O)[nH]n1	3
CCOC(=O)N1CCC2(CC1)C(C#N)=C(N)Oc1n[nH]c(C)c12	-4
O=C(OCc1ccccc1)c1cccc(-c2nnn(Cc3ccccc3)n2)c1	3
CNC(=O)c1cccn1-c1ccsc1C(=O)OC	4
CCOc1cc(C(=O)N2CCOCC2)ccc1OCc1ccccc1	-4
O=C(COC(=O)c1ccccc1NC(=O)c1ccccc1)c1ccc([N+](=O)[O-])cc1	7
CCCCOCP(=O)(CCCC)COCCCC	1
O=C(CN1C(=O)c2ccccc2S1(=O)=O)NCCSC1CCCCC1	-7
Cc1cc(=O)oc2cc(OCC(=O)NCCCN3CCOCC3)ccc12	5
COc1ccc(S(=O)(=O)N2CCC(C(=O)Nc3cccc(C(C)=O)c3)CC2)cc1	0
CC(=O)N1CCc2cc(S(=O)(=O)CCC(=O)NCc3cccs3)ccc21	-6
Cc1ccc(C(=O)Oc2ccc(-c3nccc(-c4ccccn4)n3)cc2)cc1	-3
CCS(=O)(=O)N1CCN(c2ccc([N+](=O)[O-])c(NCc3ccccc3)c2)CC1	11
COc1ccc(OCCn2c(C)c(/C=N/n3cnnc3)c3ccccc32)cc1	-1
CCOc1cc(C(=O)N2CCN(c3ccccc3)CC2)cc(OCC)c1OCC	-6
CCOc1ccc(-c2nc(CSc3nnc(C)s3)cs2)cc1OC	17
Cc1ccc(OCc2nnc(NC(=O)c3ccco3)s2)cc1	-3
COc1ccc2c(c1)C(=O)c1ccccc1CO2	-3
O=C(c1ccc(F)cc1)c1c[nH]c(C(=O)NCc2ccco2)c1	-5
C=CCN(C(=O)c1ccccc1)c1ccc(OC)cc1	-1
Cc1ccc(CCNC(=O)C2CCCN(S(=O)(=O)c3cccc4nsnc34)C2)cc1 (stereo not given)	7

(cont.)
SMILES	Artemis endo inh
CCCCNC1=C(Br)C(=O)CC(C)(C)C1	-3
CC(C)(C)n1nnnc1C(c1ccncc1)N(Cc1ccccc1)Cc1ccco1 (stereo not given)	4
C=CCSc1nccc(-c2nn(-c3ccc(C)cc3)ccc2=O)n1	4
CCOC(=O)c1c(NC(C)=O)no[n+]1[O-]	8
O=C(CSCc1c(Cl)cccc1Cl)Nc1ccccc1C(=O)N1CCOCC1	-3
Cn1c(=O)c2c(nc(OCc3ccc4c(c3)OCO4)n2Cc2ccccc2Cl)n(C)c1=O	1
Cc1ccc(S(=O)(=O)N2CCN(c3ccc(S(=O)(=O)N4CCOCC4)cn3)CC2)cc1	-1
O=C(c1cc2ccccc2o1)N1CCCCCC1	1
COc1ccc(/C=N\NS(=O)(=O)c2ccc(Cl)cc2)cc1COc1ccccc1[N+](=O)[O-]	17
Cc1cc(C)c2c(CC(=O)Nc3ccc(Cl)cn3)coc2c1	1
Cn1c(NCc2ccccc2)cc(=O)n(C)c1=O	-8
O=c1[nH]n(-c2ccccn2)c(=O)c2ccccc12	0
COc1ccccc1CC(=O)NCC1CCCO1 (stereo not given)	-5
CCOC(=O)CSc1nc(-c2ccc3c(c2)OCO3)ccc1C#N	-2
Cc1cc(C)nc(-n2nc(C)c3c(C(F)F)cc(C)nc32)n1	1
O=C(Cc1c[nH]c2ccccc12)NCc1ccc2c(c1)OCO2	5
CC(=O)OC1CC(n2ccc(NC(=O)c3ccccc3)nc2=O)OC1CO (stereo not given)	-1
FCCCOc1ccc(/C=N/OCc2ccc(Cl)cc2Cl)cc1	-9
CCOC(=O)CN1C(=O)S/C(=C/c2cc(C)n(C)c2C)C1=O	2
CC(=O)N1CCN(Cc2nc3cc(NC(=O)c4ccccc4C)ccc3n2C)CC1	-9
COC(=O)COc1cc(C)cc2oc(=O)c(CC(=O)OC)c(C)c12	-11
COc1cc(OC)cc(C(=O)Nc2ncc3c(n2)CC(C)(C)CC3=O)c1	5
CC(C)(C)c1ccc(OCCC(=O)NC2=NCCS2)cc1	0
O=C(CCc1nc2ccccc2s1)OCC(=O)N1CCN(C(=O)c2ccco2)CC1	1
O=C(NCCCN1CCN(Cc2ccccc2Cl)CC1)Nc1ccccc1	-3
COc1cc(C2C(C#N)=C(N)Oc3cc(C)n(CCN4CCOCC4)c(=O)c32)cc(OC)c1OC (stereo not given)	-5
COc1ccc(-c2c/c(=N\c3nc(-c4ccccc4)c(C)s3)c3ccccc3o2)cc1O	0

Screening data (PubChem BioAssay)
